IMP-1 inh = blocks Pseudomonas aeruginosa IMP-1 metallo-beta-lactamase | purified IMP-1, nitrocefin hydrolysis, epi-absorbance fluorescence | inhibition, % at 5.6 µM | 0.45% of 290,000 active;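 active = inhibition above the mean plus 3 SD of all compounds in the same screening run, cut at about 4.5% in these data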;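 also: 0% = IMP-1 with DMSO and 100% = DMSO wells lacking enzyme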
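System: purified recombinant IMP-1 beta-lactamase. Medium: Zinc- and detergent-supplemented HEPES buffer, pH 7.1. Compound: one 5.6 µM dose […]. Schedule: 15 min preincubation plus 25 min reaction at 25 °C. Technique: Epi-absorbance fluorescence, 480 nm excitation, 530 nm emission.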
IDE cell inh = cellular human IDE inhibition; P14735; HEK cells, FAbetaB cleavage, fluorescence polarization; inhibition, % at 5.59 µM; 0.41% of 320,000 active; AID 434962;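 active = percent inhibition above the average of all tested compounds plus 3 SD, set per screening campaign, cut at about 16% in these data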;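 also: IDE supplied by intact live HEK cells; FP after avidin binding of uncleaved biotin substrate so inhibition keeps polarization high; 0% = DMSO wells and 100% = 60 µM reference IDE inhibitor Ii1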
VIM-2 inhibitor = inhibitors of Pseudomonas aeruginosa VIM-2 metallo-beta-lactamase | purified VIM-2, nitrocefin hydrolysis, epi-absorbance fluorescence | inhibition, % at 5.6 µM | 0.89% of 290,000 active | AID 1527;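 active = inhibition above the mean of all tested compounds plus 3 SD, cutoff set per screening run, cut at about 7.5% in these data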;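 also: red hydrolysis product quenches plate fluorescence so inhibitors raise well fluorescence; 0% = enzyme with DMSO and 100% = DMSO without enzyme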
p-CIP stab down = compounds decreasing mouse p/CIP protein stability; Q05BA5; F442A p/CIP-EGFP cells, EGFP fluorescence, 16 h; decrease of EGFP signal, % at 10 µM; 0.01% of 290,000 active; AID 1984;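 active = EGFP signal decrease of at least 30% at 10 µM or well 3 SD below plate mean, unless failing retest; inactive = the rest, including hits failing retest or dose response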; also: some compounds called inactive have numbers as strong as hits; many of its hits are not listed in these tables
PfM18AAP inh = PfM18AAP enzyme inhibition; 1.2% of 290,000 active; inhibition, % at 7.35 µM; AID 1822; recombinant PfM18AAP, H-Glu-NHMec fluorogenic cleavage;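 active = inhibition above the campaign mean inhibition over all tested compounds plus 3 SD, cut at about 28% in these data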;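 also: 0% = plate median of test compound wells and 100% = 2 mM ZnCl2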
NS3 helicase inh = blocks Hepatitis C virus NS3 helicase unwinding; NS3 helicase DNA unwinding, Cy5 molecular beacon fluorescence; inhibition, % at 10.9 µM; 0.56% of 290,000 active;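 active = inhibition above the mean of all tested compounds plus 3 SD, set per campaign, cut at about 35% in these data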;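 also: 0% = DMSO wells and 100% = thioflavine S control wells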
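Measured by: Cy5 fluorescence, 0 and 60 min reads / Assay system: NS3 helicase fragment of HCV / Control set: low DMSO, high thioflavine S at 110 µM / Times: 1 h reaction at 25 °C, ATP-initiated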
SUMO HTRF inh = SUMOylation inhibition. AID 2006. inhibition, % at 35 µM. P63279. 0.36% of 290,000 active. HTRF SUMOylation assay, SAE1/SAE2 + UBC9, in vitro; in the data active = inhibition above about 50%, passing the limit was not always enough; also: strong numbers were not always called active
Target sequence (P63279 whole entry, looked up): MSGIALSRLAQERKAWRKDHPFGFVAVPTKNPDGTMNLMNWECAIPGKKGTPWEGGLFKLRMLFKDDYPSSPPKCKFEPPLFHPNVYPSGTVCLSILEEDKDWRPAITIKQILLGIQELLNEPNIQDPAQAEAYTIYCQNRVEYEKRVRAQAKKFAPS
IDE cell activ = activators of human insulin-degrading enzyme in cells; P14735; HEK cells, FAbeta-B cleavage, fluorescence polarization; 0% vehicle, 100% cell-free pure enzyme wells; activation, % at 5.96 µM; 0.073% of 340,000 active;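 active = activation above the mean of all tested compounds plus 3 SD, set per screening campaign, cut at about 17% in these data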
DNA FID counter = displaces DNA intercalator in HCV helicase counter-screen; AID 1845; inhibition, % at 7.9 µM; 0.17% of 290,000 active; DNA fluorescent intercalator displacement, fluorescence; in the data active = inhibition above about 37%;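 also: 0% = vehicle and 100% = reference compound; higher means more ethidium bromide displaced from hairpin DNA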
Starred values were filed as active, the others as inactive; x = no result given.

SMILES	IMP-1 inh	IDE cell inh	VIM-2 inhibitor	p-CIP stab down	PfM18AAP inh	NS3 helicase inh	SUMO HTRF inh	IDE cell activ	DNA FID counter
O=C(NC1C=CS(=O)(=O)C1)c1sc2ccccc2c1Cl (stereo unspecified)	-7.0	-1	-3.1	-18	-9	0	2	2	4
O=c1[nH][nH]cc1C=Nc1ccccc1Cl	-3.7	1	-1.0	-4	7	-4	8	1	2
COC(=O)N/N=C/c1ccc([N+](=O)[O-])o1	-3.0	6	-2.0	-2	7	2	11	-1	-1
CCOC(=O)c1sc2nc3c(cc2c1N)COC(C)(CC)C3 (stereo unspecified)	-2.0	2	-2.6	1	2	-7	-12	-4	-8
COc1cc(NC(=O)COc2ccccc2[N+](=O)[O-])ccc1NC(=O)c1ccco1	-1.0	-3	-0.5	-17	16	3	-8	3	-46
Cc1ccc(NC(=O)Cn2c3ccc(F)cc3c3nc4n(c(=O)c32)CCS4)cc1F	-1.7	-1	-2.7	-5	5	-1	13	-2	1
Cc1ccc2c(c1)N(CC(=O)NCC1CCCO1)C(=O)C(C(C)C)O2 (stereo unspecified)	-1.2	-4	-1.3	-7	2	-5	3	3	-24
COc1ccc(/C=N/NC(=O)c2cccc(NC(=O)c3ccccc3)c2)c(C(=O)O)c1OC	-3.4	1	-6.4	-8	5	-1	5	2	-14
S=c1[nH]c(-c2ccccc2)cn1/N=C/c1ccncc1	-3.2	-4	-2.8	-1	51*	-1	14	1	-1
CCCn1c(=O)c(C(=O)NCc2ccc(OC)c(OC)c2)c(O)c2ccccc21	-0.4	1	-1.1	-24	0	-1	-4	-2	1
Cc1cnc(N2C(=O)c3ccc([N+](=O)[O-])cc3C2=O)s1	-3.4	1	-3.4	-4	3	-4	-2	-2	-2
O=C(Cc1ccc(NS(=O)(=O)c2ccc(F)cc2)cc1)NCc1cccnc1	-5.0	-4	-3.8	-2	5	3	0	5	-4
O=C(NCc1ccccc1)c1cccc(COc2ccccc2Cl)c1	-2.5	0	0.1	5	-2	-14	-29	5	-14
O=C(Nc1ccc(Cl)c(S(=O)(=O)N2CCOCC2)c1)c1ccc(OCC2CCCO2)cc1 (stereo unspecified)	-2.5	3	-1.3	14	3	-3	-4	x	-19
CCn1c(NC(=O)C(C)C)c2ccccc2nc1=O	-1.6	-1	1.1	-8	-4	2	11	3	1
Cc1cccc(C)c1NC(=O)c1ccc2c(c1)CCN2S(C)(=O)=O	-1.7	0	-1.5	-11	2	-1	13	0	-4
COc1ccccc1/C=N\Nc1cc(C)nc(-n2nc(C)cc2C)n1	-8.2	2	-5.2	10	4	-5	-18	-3	-10
O=C1N(c2ccccc2)C[C@@H]2C[C@@H](c3cccs3)N3CCC[C@@]123	-0.6	6	0.3	0	-10	2	18	8	1
CCN(CC)c1ccc(NC(=O)COC(=O)c2cccs2)cc1	-7.6	2	-2.0	1	9	1	-11	-2	2
CCOC(=O)c1cnc(SC2CCc3ccccc3C2=O)nc1N (stereo unspecified)	-4.7	4	0.1	-3	-13	4	21	2	-18
Cc1cc(OCCOCCNC(C)C)cc(C)c1Cl	-3.2	3	-3.1	-14	-4	-6	-8	1	26
O=S(=O)(NCc1ccccc1)c1ccc(F)cc1Br	x	-5	x	6	x	x	4	1	x
Cc1ccc(C2C3=C(NCCN=C3c3ccccc3)C(=O)N2c2ccccc2)cc1 (stereo unspecified)	-3.1	3	-5.1	2	-3	-19	10	2	11
COc1ccc(C(C)C)cc1S(=O)(=O)N1CCC(C(=O)NCc2cccnc2)CC1	-2.6	-4	-1.8	-24	-2	-4	17	4	-30
O=C(COC(=O)c1ccc(S(=O)(=O)Nc2ccccc2)cc1)NCc1ccco1	-1.6	7	-1.8	8	8	-1	3	3	-7
O=C(NCc1ccccc1Cl)c1ccc(Cn2cc(C(F)(F)F)ccc2=O)cc1	-0.6	4	-5.0	1	-1	4	18	2	-24
Cc1ccsc1C(=O)N[C@@H](C)c1nnc2ccccn12	-0.9	-6	0.8	-7	-8	0	5	1	-5
COc1ccc(C2=NOC(C(=O)Nc3cccnc3Cl)C2)cc1 (stereo unspecified)	-1.4	-2	-4.1	-2	-13	-1	-7	0	-4
COC(=O)c1ccc(CSc2nc3ccccc3c(=O)n2Cc2ccco2)o1	-7.0	4	-3.1	12	-8	-10	-12	-2	-8
COc1ccc(NS(=O)(=O)c2cc3c(cc2C)N(C)CCO3)c(OC)c1	-5.4	-2	-3.2	-7	3	-1	3	-2	-26
O=S(=O)(/N=C(/Nc1ccccn1)c1ccc(Cl)cc1)c1ccc(Cl)cc1	-2.4	-4	-3.2	13	0	-7	-34	1	-4
CC(C)N(CCCNC(=O)Cn1c(=O)c2cccn2c2ccccc21)Cc1ccccc1	-3.1	0	-5.2	-3	-5	-5	-2	-4	8
COCCN(C(=O)CCC(=O)Nc1nccs1)C(C(=O)NC(C)(C)C)c1ccc(C)cc1 (stereo unspecified)	-0.6	-8	-1.2	-21	-4	-3	2	4	-34
CC(=O)Nc1ccc(NC(=O)CN(C)CC(=O)Nc2ccccc2Br)cc1	-1.8	-3	-2.1	-3	0	0	4	-4	-16
O=C(COC(=O)c1cccnc1)Nc1cccc2ccccc12	-2.6	1	-3.5	-5	-8	6	14	2	-6
CC1CN(C(=O)c2cccc(C(=O)N3CC(C)OC(C)C3)c2)CC(C)O1 (stereo unspecified)	-0.4	-2	-0.1	0	-4	-4	5	2	-3
N#C/C(=C(/O)c1ccc(Br)s1)c1nc2ccccc2[nH]1	-0.2	0	-0.2	-9	1	-1	-1	1	-13
Cc1cc(=O)n(-c2ccc(C(=O)O)cc2)[nH]1	-3.0	0	0.2	8	7	-22	42	-2	9
COc1ccccc1NC(CC(=O)c1ccccc1)C(=O)OCC(=O)c1ccc(C)c(C)c1 (stereo unspecified)	-4.1	-3	-2.8	-2	-1	3	-16	-2	1
CCOC(=O)C1CCN(S(=O)(=O)c2ccc(NC(C)=O)c(Cl)c2)CC1	-2.0	3	-2.6	-14	-11	-4	15	2	-5
Cc1ccc(NC(=S)N2CCCC(c3nc4ccc(C)cc4[nH]3)C2)c(C)c1 (stereo unspecified)	-4.0	9	-2.1	0	-7	-3	-3	3	-3
CCCCN(CCCC)CCNC(=O)Cc1nc2c(c(=O)[nH]c(=O)n2C)n1C	-3.3	x	-3.3	-18	-1	1	-1	x	1
CCOC(=O)c1c(NC(=O)c2cccnc2)sc(C)c1C	-2.6	-3	-0.6	-10	-8	-2	25	0	-9
O=C(CCN1CCN(Cc2ccccc2)CC1)NNC(=O)Nc1cccc(Cl)c1	-2.7	-6	-4.3	-7	3	2	6	4	12
COc1ccc(NC(=O)CN2CCN(C(=S)NC3CCCC3)CC2)cc1	-1.1	0	-2.1	-5	-5	-4	6	-3	-16
CC(=O)N1CC=CC1(CC(C)C)C(=O)NCc1cc(F)cc(C(F)(F)F)c1 (stereo unspecified)	-4.2	7	-3.2	1	-1	1	5	4	-21
CC1CCCCN1CC(O)COCCC12CC3CC(CC(C3)C1)C2 (stereo unspecified)	-0.5	-2	3.1	-2	-9	-34	2	3	44*
CC12CCC(=O)C=C1CCC1C2C(O)CC2(C)C1CCC2(O)C(=O)CO (stereo unspecified)	-2.2	-2	0.6	-8	1	-12	-2	6	-6
Cc1cc(C)nc(NS(=O)(=O)c2ccc(NC(=O)c3ccco3)cc2)n1	-0.4	-4	-0.8	-4	1	7	-6	7	1
COc1cccc(C2C(C#N)=C(N)N(N(C)C)C3=C2C(=O)CC(C)(C)C3)c1 (stereo unspecified)	-1.9	-3	-1.7	-10	-4	8	12	0	-15
COc1cc(CCC(=O)OCC(=O)Nc2ncc(Cl)cc2Cl)cc(OC)c1OC	-4.5	5	-3.9	-10	1	3	-5	7	-25
COc1nc(N/N=C/c2ccc(-c3cccc([N+](=O)[O-])c3)o2)nc(N2CCOCC2)n1	-5.0	x	-1.9	-10	-8	-6	-3	x	0
Cc1cc(=O)n(C2CCS(=O)(=O)C2)[nH]1 (stereo unspecified)	-2.2	9	-1.7	-12	-4	14	90*	x	-2
Cc1cccc(CSc2nc3nc(C)cc(C)n3n2)c1	-3.7	1	0.0	7	-2	5	11	0	-20
Cc1cc(C(F)(F)F)nn1Cc1n[nH]c(=S)n1-c1ccc(Cl)cc1	-2.6	1	-4.9	2	11	-1	-2	-18	-9
CCCCc1nc2cc(C(=O)N3CCCCC3COC)ccc2o1 (stereo unspecified)	-1.9	2	-1.7	-9	-1	-3	5	3	-47
C=C1C(C(=O)Nc2cccc(OC)c2)C1C(=O)Nc1cccc(OC)c1 (stereo unspecified)	-1.9	4	-3.5	16	-11	2	15	5	-19
CCc1ccc(-c2csc(NC(=O)Oc3ccccc3)n2)cc1	-3.1	3	-1.6	-10	-5	-7	-9	0	3
CCC(C(=O)Nc1nc(C)c(C(=O)OC)s1)c1ccccc1 (stereo unspecified)	-2.4	2	-3.0	-15	8	6	8	5	-12
Cc1cc(C(=O)N2CCN(c3ncccc3C#N)CC2)no1	-2.5	-5	-2.1	-12	0	6	13	2	-10

Complete entries as entered above:
Shown for Cc1cccc(CSc2nc3nc(C)cc(C)n3n2)c1 : IMP-1 inh: -3.7; IDE cell inh: 1; VIM-2 inhibitor: 0.0; p-CIP stab down: 7; PfM18AAP inh: -2; NS3 helicase inh: 5; SUMO HTRF inh: 11; IDE cell activ: 0; DNA FID counter: -20
Shown for Cc1cc(C)nc(NS(=O)(=O)c2ccc(NC(=O)c3ccco3)cc2)n1 : IMP-1 inh: -0.4; IDE cell inh: -4; VIM-2 inhibitor: -0.8; p-CIP stab down: -4; PfM18AAP inh: 1; NS3 helicase inh: 7; SUMO HTRF inh: -6; IDE cell activ: 7; DNA FID counter: 1

The listing continues:
SMILES	IMP-1 inh	IDE cell inh	VIM-2 inhibitor	p-CIP stab down	PfM18AAP inh	NS3 helicase inh	SUMO HTRF inh	IDE cell activ	DNA FID counter
COc1ccc(/C=C/C2=CC(C)(C)NC(=S)N2)cc1	-2.9	1	0.1	-11	0	-6	1	3	-4
COc1ccc(-n2nnnc2SCC(=O)c2ccc3c(c2)OCCO3)cc1	-1.0	2	-2.9	-10	1	0	-14	-4	0
CCOc1ccc(CNC(=S)Nc2ccccc2)cc1Cl	6.3*	2	-1.2	11	4	-12	-3	1	-2
C=CCNC(=O)C1CC(=O)N(c2ccc(OCC(=O)Nc3ccc(Cl)cc3)cc2)C1 (stereo unspecified)	-1.2	-3	-2.5	-9	-1	-12	12	-4	-25
CN(C(=O)COC(=O)/C=C/c1cn(-c2ccccc2)nc1-c1ccc2c(c1)OCCO2)C1CCS(=O)(=O)C1 (stereo unspecified)	-3.7	-1	-0.2	-13	5	-6	9	-2	-21
CC(C(=O)O)c1ccc(N2Cc3ccccc3C2=O)cc1 (stereo unspecified)	-1.4	1	-1.6	4	1	-2	-7	5	-6
O=C(CCC1CCN(C(=O)Cc2c(F)cccc2F)CC1)NC1CC1	-0.3	0	0.2	0	10	-12	x	3	-18

Screens as filed in PubChem BioAssay.
